APOBEC3A inh = APOBEC3A ssDNA deaminase inhibitors, primary screen, selectivity assay for APOBEC3G inhibitor project, biochemical, FAM/TAMRA oligo cleavage fluorescence. AID 493011, 2011. inhibition, % at 20 µM. DNA dC->dU-editing enzyme APOBEC-3A (Homo sapiens), P31941. 330,000 tested, 0.41% active. recombinant A3A, FAM/TAMRA ssDNA deamination fluorescence;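 active = at least 40% inhibition at 20 µM here, with at most 30% in a related deaminase screen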;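 note: plate controls were A3A with DMSO for no effect and wells lacking A3A enzyme for full effect; some results filed as inactive read as strong as hits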
Target sequence (P31941 whole entry, looked up): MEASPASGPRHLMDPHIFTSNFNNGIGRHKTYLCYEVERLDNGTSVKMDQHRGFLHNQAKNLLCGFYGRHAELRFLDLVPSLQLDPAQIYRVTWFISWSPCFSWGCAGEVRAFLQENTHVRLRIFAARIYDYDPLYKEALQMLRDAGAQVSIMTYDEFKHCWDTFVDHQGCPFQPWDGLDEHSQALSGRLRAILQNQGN
A3G deaminase = APOBEC3G DNA deaminase inhibitors, primary screen, biochemical, fluorescence, single-stranded DNA substrate, uHTS | DNA dC->dU-editing enzyme APOBEC-3G (Homo sapiens), Q9HC16 | inhibition, % at 20 µM | 330,000 tested, 0.28% active | AID 493012, 2011 | recombinant A3G, ssDNA deamination FAM/TAMRA fluorescence;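 active = inhibition of at least 40% at 20 µM, with no more than 30% in the related APOBEC3A deaminase screen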;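 note: plate controls were DMSO wells with A3G for no effect and wells lacking A3G enzyme for full effect; some compounds called inactive have numbers as strong as hits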
Target sequence (Q9HC16 whole entry, looked up): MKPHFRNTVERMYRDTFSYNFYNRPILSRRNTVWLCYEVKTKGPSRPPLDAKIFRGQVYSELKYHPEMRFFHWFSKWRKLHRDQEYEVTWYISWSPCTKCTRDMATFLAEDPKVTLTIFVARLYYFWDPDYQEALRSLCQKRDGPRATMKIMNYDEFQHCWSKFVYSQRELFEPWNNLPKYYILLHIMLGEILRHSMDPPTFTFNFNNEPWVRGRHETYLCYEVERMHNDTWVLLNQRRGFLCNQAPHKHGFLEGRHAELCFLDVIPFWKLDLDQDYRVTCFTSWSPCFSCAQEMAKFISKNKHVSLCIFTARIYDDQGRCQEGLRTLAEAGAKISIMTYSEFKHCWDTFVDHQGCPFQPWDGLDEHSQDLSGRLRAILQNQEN
NALP3 yeast inh = NALP3 inflammasome inhibitors in reconstituted yeast, primary screen, luminescence, uHTS. Yeast reconstituted NLRP3/ASC/caspase-1, beta-gal luminescence, 24 h. inhibition, % at 10 µM. 330,000 tested, 0.39% active;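 active = inhibition of 50% or more; inactive = inhibition below 50%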;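 note: plate controls were induced DMSO wells for no effect and uninduced yeast grown without galactose for full effect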
mIAP block = inhibitors of mouse IAP, primary screen, biochemical, luminescence, uHTS; 330,000 tested, 0.2% active; purified mouse IAP, CDP-Star luminescence, 30 min; AID 2806, 2010; inhibition, % at 10 µM; intestinal alkaline phosphatase [Mus musculus];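 active = inhibition of at least 40% at 10 µM in the primary screen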;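 note: plate controls were DMSO with enzyme for no effect and no enzyme wells for full effect; values of inactives mirror those of a sister screen read the other way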
hIAP block = human IAP inhibitors, primary screen, biochemical, luminescence, uHTS; 330,000 tested, 0.12% active; inhibition, % at 10 µM; purified IAP, CDP-Star luminescence, 30 min; Intestinal-type alkaline phosphatase (Homo sapiens), P09923;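 active = inhibition reaching a set limit with compound at 10 µM in the primary screen, cut at about 35% in these data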;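 note: plate controls were DMSO wells with enzyme for no effect and no-enzyme buffer wells for full effect; values of inactives mirror those of a sister screen read the other way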
Target sequence (P09923 whole entry, looked up): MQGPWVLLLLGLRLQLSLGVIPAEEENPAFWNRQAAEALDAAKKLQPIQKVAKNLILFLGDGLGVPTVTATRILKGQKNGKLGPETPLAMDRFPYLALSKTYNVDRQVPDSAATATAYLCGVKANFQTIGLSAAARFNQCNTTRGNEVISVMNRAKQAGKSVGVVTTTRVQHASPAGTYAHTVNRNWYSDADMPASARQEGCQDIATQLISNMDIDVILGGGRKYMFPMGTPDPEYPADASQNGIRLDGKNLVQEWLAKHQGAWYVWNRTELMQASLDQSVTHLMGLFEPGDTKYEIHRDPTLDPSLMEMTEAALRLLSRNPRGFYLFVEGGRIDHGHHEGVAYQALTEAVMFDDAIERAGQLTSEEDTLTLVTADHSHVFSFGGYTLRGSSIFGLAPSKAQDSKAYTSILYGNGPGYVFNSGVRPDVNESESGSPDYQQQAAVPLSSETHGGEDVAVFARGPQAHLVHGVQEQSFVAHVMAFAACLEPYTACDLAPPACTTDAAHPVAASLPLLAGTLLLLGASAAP
mIAP act = activators of mouse IAP, primary screen, biochemical, luminescence, uHTS; AID 2805, 2010; 330,000 tested, 0.24% active; muIAP, CDP-Star luminescence, 30 min; hits give high values; 1 = vehicle-only enzyme signal, 0 = enzyme-free wells; activation factor at 10 µM; intestinal alkaline phosphatase [Mus musculus];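 active = activation factor of at least 2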; note: the source names both 10 and 20 µM as test concentration; values of inactives mirror those of a sister screen read the other way
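Assay system: mouse IAP enzyme; Reagent: CDP-Star chemiluminescent phosphatase substrate; Compound: DMSO-dissolved test compounds; Incubation: 30 min, room temperature; Technique: luminescence from enzymatic CDP-Star hydrolysis; Controls: DMSO-only wells and no-enzyme negative control.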
MIN6 prolif = inducers of MIN6 beta-cell proliferation, primary screen, ATP luminescence, uHTS. AID 2380, 2010. proliferation, % at 10 µM. MIN6 cells proliferation, ATPlite luminescence, 48 h; cells starved in 0.2% serum; 100% = growth in 10% serum. 330,000 tested, 0.29% active;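 active = compounds whose signal lies at least 3.5 SD above the mean of all wells on their plate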;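 note: 0% = DMSO-treated cells in low-serum medium and 100% = 10% serum control; some compounds called inactive have numbers as strong as hits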
tim10-1 inh = growth inhibitors of tim10-1 mutant yeast, primary screen, luminescence, uHTS; 330,000 tested, 2.2% active; S. cerevisiae tim10-1 ts strain growth, BacTiter-Glo, 24 h; inhibition, % at 20 µM;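 active = inhibition of at least 40%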;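 note: mutant grown at 25 °C; 0% = DMSO wells with yeast and 100% = wells holding no yeast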
TIM10 inh = growth inhibitors of isogenic TIM10 control yeast, primary screen, counter-screen for tim10-1 yeast inhibitor project, luminescence, uHTS; S. cerevisiae TIM10 strain growth, BacTiter-Glo luminescence, 24 h; inhibition, % at 10 µM; 330,000 tested, 1.4% active; AID 463195, 2010;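 active = inhibition of 40% or more at the single tested concentration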;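 note: wild-type TIM10 isogenic control strain grown at permissive 25 °C; 0% = DMSO yeast wells and 100% = minimal medium wells without yeast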
Starred values were filed as active, the others as inactive.

A first look, 6 compounds:
[1] N#CC1=C(N)Oc2n[nH]c(-c3ccc(F)cc3)c2C1c1ccncc1 (stereo not drawn)
[2] CC1(C)C(C=C(Cl)Cl)C1C(=O)N1CCN(c2ccccc2)CC1 (stereo not drawn)
[3] CCCCOc1ccc(/C=N/NC(=O)c2nnn(-c3nonc3N)c2CN2CCCCCC2)cc1
[4] C=C(C)c1cccc(C(C)(C)NC(=O)NCc2ccncc2)c1
[5] CC(C)(C)C1CCc2c(sc(NC(=O)CSc3nnc(-c4ccccc4)o3)c2C#N)C1 (stereo not drawn)
[6] C=CCOC(=O)C1=C(C)NC(SCC(=O)OCC)=C(C#N)C1c1ccc(C)cc1 (stereo not drawn)

screen / no.,1,2,3,4,5,6
APOBEC3A inh,2,4,-5,-1,2,-3
A3G deaminase,1,1,-4,-6,-4,-4
NALP3 yeast inh,23,42,3,8,-7,3
mIAP block,11,-9,11,-18,3,7
hIAP block,-2,5,18,-20,-8,-6
mIAP act,0.89,1.1,0.89,1.2,0.97,0.93
MIN6 prolif,0,-2,-7,2,-5,-3
tim10-1 inh,13,-44,5,6,0,24
TIM10 inh,-14,-50,1,4,8,24

Results, from the first entry:
[1] N#CC1=C(N)Oc2n[nH]c(-c3ccc(F)cc3)c2C1c1ccncc1 (stereo not drawn)
[2] CC1(C)C(C=C(Cl)Cl)C1C(=O)N1CCN(c2ccccc2)CC1 (stereo not drawn)
[3] CCCCOc1ccc(/C=N/NC(=O)c2nnn(-c3nonc3N)c2CN2CCCCCC2)cc1
[4] C=C(C)c1cccc(C(C)(C)NC(=O)NCc2ccncc2)c1
[5] CC(C)(C)C1CCc2c(sc(NC(=O)CSc3nnc(-c4ccccc4)o3)c2C#N)C1 (stereo not drawn)
[6] C=CCOC(=O)C1=C(C)NC(SCC(=O)OCC)=C(C#N)C1c1ccc(C)cc1 (stereo not drawn)
[7] COc1cc2cc(C(c3nnnn3C(C)(C)C)N3CCc4ccccc43)c(=O)[nH]c2cc1OC (stereo not drawn)
[8] COc1cc(/C=C(\C#N)C(=O)NC(C)C)cc(Cl)c1O

screen / no.,1,2,3,4,5,6,7,8
APOBEC3A inh,2,4,-5,-1,2,-3,2,-1
A3G deaminase,1,1,-4,-6,-4,-4,-2,-7
NALP3 yeast inh,23,42,3,8,-7,3,11,8
mIAP block,11,-9,11,-18,3,7,-3,8
hIAP block,-2,5,18,-20,-8,-6,-53,-7
mIAP act,0.89,1.1,0.89,1.2,0.97,0.93,1,0.93
MIN6 prolif,0,-2,-7,2,-5,-3,-2,-1
tim10-1 inh,13,-44,5,6,0,24,14,26
TIM10 inh,-14,-50,1,4,8,24,18,27

[9] O=C(c1ccco1)N1CCN(C(=O)c2cn(-c3ccccc3)nc2-c2ccccc2)CC1
[10] CCCc1nnc(NC(=O)CCC(=O)N2CCN(CCOc3ccc(C)cc3)CC2)s1
[11] O=C(/C=C/c1ccccc1)/C=C/c1ccccc1
[12] CCOc1ccccc1NC(=O)CN(Cc1ccccc1)S(C)(=O)=O
[13] Cn1c(N)c(C(=O)CSc2nnc(C3CC3)n2-c2ccccc2)c(=O)n(C)c1=O
[14] Cc1[nH]c2ccccc2c1/C=N/NC(=O)CNC(=O)c1cccs1
[15] CC1CC(C)CN(S(=O)(=O)c2ccc3c(c2)CCN3C(=O)C2CC2)C1 (stereo not drawn)
[16] CCCC(=O)NC(=S)Nc1ccc(N2CCOCC2)c(Cl)c1

screen / no.,9,10,11,12,13,14,15,16
APOBEC3A inh,-4,-1,-6,-1,1,0,-4,-2
A3G deaminase,-10,-4,-10,-2,-2,-4,-1,-11
NALP3 yeast inh,0,0,27,10,21,27,10,13
mIAP block,5,-6,6,-4,9,-14,1,-4
hIAP block,8,-18,5,1,6,8,8,-3
mIAP act,0.95,1.1,0.94,1,0.91,1.1,0.99,1
MIN6 prolif,-2,0,0,0,2,-1,2,-1
tim10-1 inh,27,6,48*,30,4,-15,28,29
TIM10 inh,16,-8,53*,25,9,-12,12,13

[17] Cc1ccc(NC(=O)CNC(=O)c2cccs2)c(O)c1
[18] CC(C)(C)C(=O)N1CCC[C@H]1C(O)(c1ccccc1)c1ccccc1
[19] CCOc1cccc(OCCOCCOc2ccccc2C(C)=O)c1
[20] C[C@@H](C(=O)NCC1CC1)[C@@H]1C[C@@]1(C)[C@@H](NC(=O)OCc1ccccc1)c1ccccc1
[21] COc1cccc(-c2nc(Oc3cc(C)cc(C)c3)c3ccccc3n2)c1O
[22] O=C(CSc1nc2ccccc2[nH]1)c1ccc2c(c1)OCO2
[23] Cc1cccc(NC(=O)CSc2nnc(-c3ccco3)c(-c3ccco3)n2)c1C
[24] O=C(O)CN1C(=O)CC(Cc2ccc(Cl)cc2)C1=O (stereo not drawn)

screen / no.,17,18,19,20,21,22,23,24
APOBEC3A inh,1,2,-1,3,4,8,70,-1
A3G deaminase,-3,-5,-3,-10,0,-2,45,-2
NALP3 yeast inh,12,-10,27,11,15,6,11,4
mIAP block,11,4,-7,-11,0,-2,36,9
hIAP block,11,-12,-124,4,-21,4,4,2
mIAP act,0.89,0.96,1.1,1.1,1,1,0.64,0.91
MIN6 prolif,2,0,0,-1,0,3,4,-2
tim10-1 inh,-21,33,24,1,11,8,19,7
TIM10 inh,-5,28,-13,4,-8,6,14,3

[25] O=C(O)C1=C[C@@H](c2ccc(C(F)(F)F)cc2)C[C@@H](OCc2ccc(CO)cc2)O1
[26] Cc1ccc(S(=O)(=O)N(C)C)cc1NC(=O)c1ccc(OC(F)(F)F)cc1
[27] CC1(C)c2cc(O)ccc2OC1N1CCOCC1 (stereo not drawn)
[28] COc1ccc(C(=O)NCCS(=O)(=O)N2CCN(Cc3ccccc3)CC2)cc1
[29] Cn1nc(C(=O)N2CCN(S(=O)(=O)c3ccc(Cl)cc3)CC2)c2ccccc2c1=O
[30] COC(=O)CSc1nnc(-c2ccoc2C)n1-c1ccc(C)cc1
[31] CC(C)(C)c1cc(NC(=O)CSc2nncs2)n(-c2ccccc2)n1
[32] COC(=O)c1n[nH]n(-c2ccc(F)c(Cl)c2)c1=O

screen / no.,25,26,27,28,29,30,31,32
APOBEC3A inh,-4,1,4,-2,1,0,-2,-1
A3G deaminase,-7,-4,-3,-7,-5,0,-4,-1
NALP3 yeast inh,16,-16,-6,1,25,9,3,11
mIAP block,-6,-19,2,11,6,-6,6,-11
hIAP block,-2,9,-1,-5,-8,2,-1,-4
mIAP act,1.1,1.2,0.98,0.89,0.94,1.1,0.94,1.1
MIN6 prolif,-3,3,-4,3,1,0,3,1
tim10-1 inh,10,2,17,11,17,32,16,9
TIM10 inh,1,-12,8,5,13,11,7,9

[33] O=C(COc1ccc(Br)cc1)N1CCN(c2ccc([N+](=O)[O-])c(N3CCCCC3)c2)CC1
[34] COc1cccc(OC)c1C(=O)Nc1c(C(=O)N2CCN(c3ccccn3)CC2)oc2ccccc12
[35] COC(=O)[C@]1(C)N[C@H](CN(C)C(=O)NC(C)C)[C@@H]2C(=O)N(Cc3ccccc3)C(=O)[C@@H]21
[36] COC(=O)c1cn(NC(=O)C2COc3ccccc3O2)c(=O)c2ccccc12 (stereo not drawn)
[37] CCOC(=O)N1CCc2c(sc3c2c(=O)n(Cc2ccccc2)c(=O)n3CC(=O)NCCOC)C1
[38] CN(Cc1ccon1)Cc1cn(C)nc1-c1ccc(Oc2ccccc2)cc1
[39] CCC(CO)NS(=O)(=O)c1cc(-c2nn(C)c(=O)c3ccccc23)ccc1C (stereo not drawn)
[40] O=C(c1ccco1)N1CCC(c2nc(-c3ccc(F)cc3)no2)CC1

screen / no.,33,34,35,36,37,38,39,40
APOBEC3A inh,-5,2,-1,-1,-2,1,-4,2
A3G deaminase,-14,4,2,-2,-3,-7,-7,-9
NALP3 yeast inh,21,8,18,-10,7,-1,2,-32
mIAP block,14,-8,-6,17,3,0,-3,4
hIAP block,-14,-2,-10,4,17,3,2,17
mIAP act,0.86,1.1,1.1,0.83,0.97,1,1,0.96
MIN6 prolif,0,-1,-2,-1,2,-2,-4,-3
tim10-1 inh,33,40,-1,17,12,28,9,17
TIM10 inh,36,12,11,-11,8,15,5,6

[41] COc1ccc2nc(NC(=O)CN3C(=O)NC4(CCCCC4)C3=O)sc2c1
[42] COc1cc(N)c(Cl)cc1C(=O)OC(C)C(=O)Nc1cccc(S(=O)(=O)N2CCOCC2)c1 (stereo not drawn)
[43] CCC(C)(C)NC(=O)C(c1cccc(OC)c1)N(C(=O)CNC(=O)c1cccs1)c1cccnc1 (stereo not drawn)
[44] O=C1/C(=C/c2cccs2)CCC/C1=C\c1cccs1
[45] Nc1ccc(Cc2ccccn2)cc1
[46] Cc1oc(-c2ccc(Cl)cc2)nc1CS(=O)CC(=O)NCCCN1CCN(Cc2ccccc2)CC1 (stereo not drawn)
[47] C/C(=N/NC(=O)CCC(=O)Nc1cccc(Cl)c1)c1ccc(C)cc1
[48] CCOc1ccc(N(CC(=O)Nc2cccc(OC)c2)S(C)(=O)=O)cc1

screen / no.,41,42,43,44,45,46,47,48
APOBEC3A inh,-2,0,-1,4,-1,-4,-5,1
A3G deaminase,-5,-8,-9,-4,-3,1,-5,0
NALP3 yeast inh,3,10,14,28,4,4,5,14
mIAP block,1,-6,-1,22,-9,7,2,-6
hIAP block,-1,0,-14,20,-8,16,-31,-16
mIAP act,0.99,1.1,1,0.79,1.1,0.93,0.98,1.1
MIN6 prolif,-6,4,-2,-4,-2,-5,-3,0
tim10-1 inh,9,1,6,-9,-13,2,13,3
TIM10 inh,-2,4,-4,-1,1,4,-5,-4

[49] CC1=Nc2ccc(Br)cc2C(c2ccccc2)N1CC(=O)O (stereo not drawn)
[50] COc1cccc(C2C(C(=O)c3cccs3)=C(O)C(=O)N2CCN2CCOCC2)c1OC (stereo not drawn)
[51] CNC(=O)c1cc2cc(OC)ccc2oc1=N
[52] Cc1nc(Sc2ccccc2)c(C#N)c(C)c1[N+](=O)[O-]
[53] CNC(=O)c1cc2cccc(OC)c2oc1=O
[54] O=C(NCC1CC1(Cl)Cl)Nc1ccc(Cl)c(Cl)c1 (stereo not drawn)
[55] CCNC(=O)c1ccc(C23CC4CC(CC(C4)C2)C3)o1
[56] C=C1CCN(C(C)C(=O)OC)S(=O)(=O)c2ccccc21 (stereo not drawn)

screen / no.,49,50,51,52,53,54,55,56
APOBEC3A inh,-1,0,4,-2,-17,-4,3,1
A3G deaminase,-9,-2,-1,-7,-6,-10,-13,-5
NALP3 yeast inh,5,3,2,29,18,34,13,14
mIAP block,-8,1,-3,-3,3,-193,-7,9
hIAP block,7,13,7,6,6,-6,15,2
mIAP act,1.1,0.99,1,1,0.97,2.9*,1.1,0.91
MIN6 prolif,-1,7,-2,-2,0,-4,-2,-1
tim10-1 inh,-8,6,7,-40,14,38,23,-14
TIM10 inh,7,-19,1,-63,4,48*,24,10

High-throughput results from PubChem BioAssay.
